High-throughput results as filed in PubChem.
TGFb inhibitor: blocks TGF-b signaling; HepG2 CAGA-GFP TGF-b/SMAD3 reporter, GFP fluorescence, 18 h; TGF-beta stimulated, 500 pg/mL final; Potency, µM (series often up to 46.1 µM), for the others: at the highest dose activity, negative = inhibition, hits mostly inhibitors; 410,000 compounds, 1.2% hits; AID 588855; note: potency is the fitted concentration of half-maximal effect; % is set by controls: 0 for no effect and ±100 for the full control effect; nearly all actives have a fitted effect of over 65% in size
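Smad-responsive CAGA-GFP expression was quantified in HEPG2 cells exposed to compounds and 500 pg/mL final TGF-beta for 18 h at 37 degrees C; unstimulated wells defined full inhibition.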
Nrf2 activator: activators of Nrf2 (ARE) signaling; 410,000 compounds, 0.31% hits; Potency, µM (series often up to 46.1 µM), for inactives: top-dose activation, most hits filed as activators; AREc32 ARE-luciferase reporter (MCF7-derived line), luminescence, 24 h; note: potency is the fitted concentration of half-maximal effect; % of control where 0% means no effect; nearly all actives have a fitted effect of over 65% in size
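AREc32 cells carrying an ARE-driven firefly luciferase, 1000 cells/well in OPTI-MEM with 5% FBS, dosed after overnight attachment and incubated 24 hr at 37 deg C. Steady-Glo luminescence read after 30 min at RT.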
IL-1B inflam inh: inflammasome signaling inhibition, IL-1 beta readout | 360,000 compounds, 4.7% hits | THP-1 LPS/ATP IL-1B secretion, AlphaLISA, 16 h; active compounds read low | activity change, % at 57.5 µM; in the data active = activity change below about -50%; inconclusive = mostly about -30% to -49%; note: % is set by controls: 0 for no effect and ±100 for the full control effect
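THP-1 cells pretreated 1 hr with compounds (up to 57.5 uM final), then stimulated with LPS (250 ng/mL final) plus ATP (1.25 mM final); secreted IL-1B measured by AlphaLISA after 16 hr, decreased signal indicating inhibition.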
ATXN2 expr inh: ATXN2 expression inhibition; HEK-293 ATXN2-luciferase reporter, luminescence, 24 h; Potency, µM (titrated, usually from 57 µM), for inactives: top-dose activity change, negative = inhibition, most hits filed as inhibitors; 360,000 compounds, 0.72% hits; AID 1745845; note: potency is the fitted concentration of half-maximal effect; % is set by controls: 0 for no effect and ±100 for the full control effect; nearly all actives have a fitted effect of over 55% in size
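qHTS (up to 57 uM final) was run with 24 h compound exposure of reporter cells at 37 °C. Each well was multiplexed: SteadyGlo luminescence measured ATXN2-luciferase expression after a fluorogenic Gly-Phe-AFC viability readout (25 uM final).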
A549 viability: counter-screen for Nrf2 inhibitors: cytotoxicity in A549 cells | Potency, µM (highest dose often 46 µM), for the others: at the top dose activity change, negative = cytotoxicity, usual class: inhibitors | 390,000 compounds, 0.16% hits | A549 ARE-Fluc cells, CellTiter-Fluor viability, 18-24 h | AID 504648; note: potency is the fitted concentration of half-maximal effect; % is set by controls: 0 for no effect and ±100 for the full control effect
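Cytotoxicity counterscreen: CellTiter-Fluor fluorescence was measured in A549 ARE_Fluc cells after 18-24 h of compound exposure in a concentration series. The subsequent BugLite luminescent read reports ARE-luciferase activity.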
Nrf2 inh: inhibitors of Nrf2 signaling; Potency, µM (highest dose often 46 µM), inactives show top-dose activity change, negative = inhibition, hits mostly inhibitors; 360,000 compounds, 2.1% hits; A549 ARE-Fluc reporter, luciferase luminescence, 18-24 h; note: potency is the fitted concentration of half-maximal effect; % is set by controls: 0 for no effect and ±100 for the full control effect; nearly all actives have a fitted effect of over 60% in size
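Cells were seeded and rested 2 h, then exposed to compounds for 18-24 h. CellTiter-Fluor was read first as a viability measure. BugLite was added 15 min before the final luminescent read of ARE-luciferase activity in A549 cells.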
MCF10A rerep: induces DNA re-replication in MCF 10a normal breast cells | MCF 10A DNA re-replication, Hoechst nuclear intensity, 48 h | Potency, µM (top dose mostly 46.1 µM), inactives show at the top dose activity, positive = re-replication, usual class: activators | 350,000 compounds, 2.9% hits; note: potency is the fitted concentration of half-maximal effect; % of control where 0% means no effect; nearly all actives have a fitted effect of over 50% in size
S2 tox: viability counter-screen for ATXN expression inhibitors; S2 cells (HEK-293 line with an ATXN2-luciferase reporter) viability, CellTiter-Fluor protease fluorescence, 24 h; 400,000 compounds, 0.49% hits; Potency, µM (titrated, usually from 56.7 µM), hits mostly cytotoxic; AID 651635; note: potency is the fitted concentration of half-maximal effect; nearly all actives have a fitted effect of over 40% in size
HepG2 tox: kills HepG2 cells in TGF-b inhibitor counter-screen. HepG2 CAGA-GFP viability, ATP luminescence, 18 h. 410,000 compounds, 0.76% hits. Potency, µM (top dose mostly 46.1 µM), for the others: at the top dose activity change, negative = cytotoxicity, usual class: cytotoxic; note: potency is the fitted concentration of half-maximal effect; some results filed as inactive show a strong effect at the top dose
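CellTiter-Glo luminescence gave cytotoxicity after 18 hours at 37 degrees C. The cells were HepG2 CAGA-GFP in 1% FBS DMEM, stimulated with 500 pg/mL TGF-beta after compound addition. %Activity was normalised to no-cell wells (complete cell-killing) and DMSO (no toxicity), and curves were fitted and classified.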
Starred values were filed as active, the others as inactive; i = inactive; ? = inconclusive; · = no result given; & = joins results of further samples; [ ] = another dose, or the depositor's remark. Unless noted, calls come from the whole dose curve; as a rule, active = well fitted curve in the direction sought with a large enough effect; inconclusive = small, poorly fitted or top-dose-only effect, or another doubt; inactive = no such curve, though single readings can be large; an effect the other way counts as inactive or inconclusive.

compound,TGFb inhibitor,Nrf2 activator,IL-1B inflam inh,ATXN2 expr inh,A549 viability,Nrf2 inh,MCF10A rerep,S2 tox,HepG2 tox
Cc1ccc(OCCC(=O)OCC(=O)c2c(N)n(C)c(=O)n(C)c2=O)cc1,0%,0.4%,16,-2%,8%,?,4%,i,-13%
CCCCn1c(=O)c(-c2ccccc2)c(O)c2ccccc21,-5%,-0.8%,59,?,-3%,-8%,1%,i,-1%
CCN1C(=O)[C@H]2[C@@H](c3ccc(C)cc3)N[C@]3(CCCN(CCC(C)C)C3=O)[C@H]2C1=O,-1%,0.1%,-5,-2%,·,·,·,i,18%
COC(=O)c1ccc(NC(=O)CSc2nnc(-c3ccccc3Br)n2-c2ccccc2)cc1,12%,0.2%,59,-7%,1%,-22%,2%,i,18%
CCOC(=O)c1[nH]c2c(c1C)C(=O)CC(c1ccc(OC)c(OC)c1)C2 (stereo not given),-6%,0.1%,0,-8%,-7%,-2%,-3%,?,-9%
Cc1ccc(-c2ccc(CN3C(C)C(=O)N(Cc4cn(Cc5ccco5)nn4)CCS3(=O)=O)cc2)c(C)c1 (stereo not given),?,0.6%,-61*,?,·,·,·,?,-5%
CCN(CC(=O)Nc1ccc(OC)cc1)C(=O)C1CCN(C(=O)c2ccc(Cl)cc2)CC1,-2%,-1.2%,4,4%,3%,8%,22%,i,-2%
Cc1cc(Br)ccc1NC(=O)c1coc(=O)c2ccccc12,0%,?,·,-19%,6%,17%,·,i,9%
COc1cccc(-n2ccnc2SCC(=O)Nc2c(C)cc(C)cc2C)c1,?,-4.3%,·,·,8%,·,·,·,-22%
CN(C(=O)c1ccc(S(=O)(=O)c2cccc(Cl)c2)c([N+](=O)[O-])c1)C1CCCCC1,0%,5.9%,-106*,?,-11%,11%,?,?,8%
CNc1ccc(C(=O)OCC(=O)NCc2ccc3c(c2)OCO3)cc1[N+](=O)[O-],20%,0.2%,6,·,-10%,-12%,23%,i,-13%
COC(=O)[C@@]1(Cc2ccc(F)cc2)[C@H]2c3cc(C(=O)N(C)C)n(CCc4ccc(OC)c(Br)c4)c3C[C@H]2CN1C(=O)c1ccccc1,?,3.3%,0,-8%,-6%,?,22%,i,-17%
O=C1OC(c2cccs2)Sc2ccccc21 (stereo not given),4%,3.1%,21,3%,·,·,·,i,-5%
COc1cccc(NC(=O)CN(C)CC(=O)Nc2ccc3c(c2)CCC3)c1,-7%,-0.5%,-9,18%,-1%,11%,0.65µM*,i,-5%
Cc1ccc(CN2CCNC(=O)C2CC(=O)NCCCn2nnc3ccccc32)cc1 (stereo not given),-1%,0.3%,-7,·,·,·,·,i,1%
O=C(CSc1nnc(-c2ccccc2)n1Cc1ccco1)Nc1ccc2c(c1)OCCO2,-24%,0.8%,?,0%,-8%,0%,-3%,i,-27%
CN(CCC(=O)c1ccccc1)CCC(=O)c1ccccc1,0%,?,-10,0%,1%,9%,?,i,-1%
COc1ccc(N2CCN(C(c3ccccc3)c3sc4nc(C)nn4c3O)CC2)cc1 (stereo not given),-3%,3.0%,-24,-23%,?,-6%,6%,?,-6%
Cn1cccc1-c1cc2n(n1)CCC(=O)N2CCCC(=O)NCc1cccc(Cl)c1,-13%,4.5%,·,5%,-3%,·,·,?,6%
Cc1cc(=O)oc2cc(OCCSCCN3CCOCC3)ccc12,-8%,2.3%,-22,10%,6%,·,2%,i,5%
CCn1cc(C(=O)O)c(=O)c2cnc(N3CCN(C(=S)Nc4ccc(F)cc4)CC3)nc21,1%,-1.0%,-9,-1%,0%,-5%,-1%,i,0%
COc1ccccc1C(NC(=O)C1CCN(CCOc2ccccc2)CC1)c1ccccn1 (stereo not given),9%,0.2%,-12,-5%,·,·,·,i,3%
Cc1cnc(C(=O)N2CCCC(C(=O)c3cccc(OC(C)C)c3)C2)cn1 (stereo not given),1%,-1.0%,11,-28%,8%,?,12%,i,35%
CCn1c(N)c(C(=O)N2CCOCC2)sc1=S,17%,-0.6%,-11,-3%,-16%,-7%,-2%,i,-7%
COC(=O)[C@H]1C[C@@H]1[C@H](NC(=O)c1ccccc1)c1ccccc1,-30%,1.8%,14,0%,-5%,-8%,-8%,i,11%

(list continues)
compound,TGFb inhibitor,Nrf2 activator,IL-1B inflam inh,ATXN2 expr inh,A549 viability,Nrf2 inh,MCF10A rerep,S2 tox,HepG2 tox
CCOC(=O)c1c(NC(=O)COc2cccc(C(F)(F)F)c2)sc2c1CCC(C)C2 (stereo not given),2%,0.6%,·,7%,1%,-12%,·,?,1%
Cc1cc(C(=O)COC(=O)C2=NNC(=O)CC2)c(C)n1CCc1ccccc1,0%,-0.6%,15,·,2%,23%,1%,i,0%
COCCn1nnnc1CN1C2CCCC1CC(NC(C)=O)C2 (stereo not given),-8%,-0.2%,0,-6%,7%,-8%,2%,i,-19%
COC(=O)c1ccc(NC(=O)CSc2nccn2Cc2ccc(Cl)cc2)cc1,-6%,0.5%,·,·,-1%,·,·,·,5%
COc1ccc(NC(=O)C2CCN(C3=NS(=O)(=O)C(c4ccc(C)c(C)c4)=C3C)CC2)cc1OC,1%,-0.2%,·,7%,3%,?,·,i,2%
COc1ccc(CNCCNC(=O)c2cccs2)cc1OC,-5%,-0.4%,27,-16%,1%,-17%,2%,i,-7%
Cn1ncc2c(O/N=C(\N)c3ccc(C(C)(C)C)cc3)ncnc21,?,-1.8%,-101*,?,16µM*,18µM*,18µM*,·,-100%
C=CCOC(=O)C1=C[C@@H](c2ccc3c(c2)OCO3)C[C@@H](OCc2ccc(CO)cc2)O1,-2%,0.5%,22,14%,0%,-12%,2%,i,-4%
CCOc1ccc2nc(SCC(=O)NCc3ccc(S(N)(=O)=O)cc3)sc2c1,-6%,4.3%,0,10%,-1%,15%,2%,i,1%
C=CCNc1nc(Cl)nc(Nc2ccccc2)n1,-4%,9.2%,-8,·,3%,1%,-1%,i,6%
CCCOC(=O)C1=C(C)NC(=O)NC1c1ccc(Br)s1 (stereo not given),11%,4.2%,?,-37%,12%,-29%,-2%,i,-13%
CCCCOc1ccc(C(=O)N2CCC(c3nc4ccccc4o3)CC2)cc1,-6%,-1.5%,·,·,-7%,?,·,·,-4%
CN1CCN(C(=O)N2c3ccccc3C=Cc3ccccc32)CC1,12%,2.2%,-8,6%,-1%,1%,1%,i,-53%
Cc1ccc2nc(COc3ccccc3NC(=O)c3ccc(F)cc3)cc(=O)n2c1,16%,-0.4%,·,·,5%,·,·,·,-7%
Nc1ccc2[nH]c(=S)sc2c1,17%,16%,20,13%,0%,8%,-4%,i,0%
Nc1ccncc1N,-23%,0.5%,-10,?,-3%,15%,?,i,-17%
COc1ccc(N(CC(=O)NCc2ccc(F)cc2)S(=O)(=O)c2c(C)noc2C)cc1,0%&-35%,-0.2%&0.2%,-8,-4%&-8%,-1%&1%,2%&-9%,0%,i,4%&1%
CN(Cc1ccccc1)C(=O)CN1C(=O)NC2(CCCC2)C1=O,7%,-0.2%,3,·,1%,8%,6%,i,-4%
Cc1occc1C(=O)NNC(=O)Nc1ccc(F)cc1F,0%,0.2%,16,8%,-3%,-10%,-2%,i,-1%
CN(C)S(=O)(=O)c1cccc(C(=O)NCC2(N3CCOCC3)CCCCC2)c1,-20%,-0.3%,-5,·,-6%,6%,5%,i,-11%
Cc1cccc(OC(C)C(=O)N/N=C\c2ccncc2)c1 (stereo not given),2%,0.6%,5,0%,-10%,?,5%,i,-1%
CCCCC(=O)Nc1ccc(C(=O)NNC(=O)c2ccc(C)c(Br)c2)cc1,0%,-0.3%,-2,-14%,-2%,-22%,12%,i,4%
Cc1ccc(-n2nc3c(=O)n(CC(=O)NCCc4cccs4)nc(C)c3c2C)cc1,-27%,1.4%,-29,-20%,-5%,-5%,11%,i,-11%
O=C(CN1C(=O)NC2(CCCCCCC2)C1=O)Nc1ccc(Br)cc1,-4%,0.6%,-23,-26%,-13%,?,11%,i,-45%
Cc1ccc(-c2ccnc(=S)[nH]2)cc1,-8%,2.0%,-6,1%,2%,6%,0%,i,0%

(continued)
compound,TGFb inhibitor,Nrf2 activator,IL-1B inflam inh,ATXN2 expr inh,A549 viability,Nrf2 inh,MCF10A rerep,S2 tox,HepG2 tox
COCCOC(=O)c1c(C)n(C)c2ccc(OC(=O)c3c(OC)cccc3OC)cc12,2%,-0.2%,27,·,2%,-5%,0%,i,3%
C=CCn1c(CCNC(=O)c2ccccc2F)nnc1SCC(=O)Nc1nc(C)cs1,24%,0.0%,-14,1%,1%,-11%,2%,i,-27%
CN(Cc1ccccc1)c1ccc(S(=O)(=O)N2CCC(C(=O)O)CC2)cc1[N+](=O)[O-],13%,0.0%,1,-2%,-8%,?,6%,i,15%
O=S(=O)(O)c1nc2ccccc2n1Cc1ccccc1,-2%,0.8%,18,3%,-5%,16%,3%,i,3%
Cc1ccc(C(=O)NCC(=O)Nc2ccc3c(c2)CCC3)cc1,-4%,0.5%,18,56%[activator],-6%,?,13%,i,-1%
CC(=O)Nc1nc(-c2ccc3c(c2)CC(C)N3C(=O)C2CC2)c(C)s1 (stereo not given),-22%,6.6%,-12,0%,1%,-8%,27%,i,-8%

Entries of single compounds, looked up by structure:
Cc1cc(=O)oc2cc(OCCSCCN3CCOCC3)ccc12 is listed with TGFb inhibitor: -8%; Nrf2 activator: 2.3%; IL-1B inflam inh: -22; ATXN2 expr inh: 10%; A549 viability: 6%; Nrf2 inh: ·; MCF10A rerep: 2%; S2 tox: i; HepG2 tox: 5%
O=C(CSc1nnc(-c2ccccc2)n1Cc1ccco1)Nc1ccc2c(c1)OCCO2 is listed with TGFb inhibitor: -24%; Nrf2 activator: 0.8%; IL-1B inflam inh: ?; ATXN2 expr inh: 0%; A549 viability: -8%; Nrf2 inh: 0%; MCF10A rerep: -3%; S2 tox: i; HepG2 tox: -27%
